Screening results as filed in PubChem.
SK-BR-3 tox 24h: SK-BR-3 proliferation inhibitors, primary screen, cell-based, human, 24 h | viability, % at 10 µM | AID 847, 2007 | 41,000 compounds, 0.47% hits | SK-BR-3 viability, CellTiter-Glo ATP luminescence; active compounds read low;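 active means viability at or below the median of all test compounds minus 3 SD, in both replicates if run twice, cut at about 45% in these data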;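 further: 100% = median untreated cell wells and 0% = median positive control drug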
Starred values were filed as active, the others as inactive.

mol	SK-BR-3 tox 24h
CCN(CC)CCCN1C(=O)C(O)=C(C(=O)c2ccc(C)o2)C1c1ccc(C)o1 (configuration not stated)	96
COc1cc(C)nc(SCC(N)=O)n1	106
O=C(NCCSc1ccccc1)c1ccccc1	115
COc1ccccc1OCC(=O)NC1CCCCCC1	102
CCN(CC)c1ccc(NC(=O)c2cccc(C)c2OC)c(C)c1	90
CCCc1cc(=O)[nH]c(SCC(=O)Nc2ccc(OC(F)F)cc2)n1	76
CC(C)n1c(CNC(=O)c2ccccc2)nc2ccccc21	84
CCCC(=O)Nc1sc2c(c1C#N)CCCC2	99
O=C(Cn1c(=O)sc2ccccc21)N1CCOCC1	102
COc1ccc(OC)c(NC(=O)CCN2CCN(c3ccccc3)CC2)c1	91
C(=C\c1ccccc1)/CSc1nnc(-c2cccnc2)n1Cc1ccco1	69
CCNCCNC(=O)c1c(O)c2ccccc2n(CC)c1=O	73
CCOc1ccc(C(=O)Nc2ccc(Cl)cn2)cc1Cl	79
CCC(=O)Nc1cccc(NC(=O)CSc2nnc(-c3ccc(NS(C)(=O)=O)cc3)n2C)c1	84
CC(C)Cc1nc(N2CCCCC2)c(C#N)c2c1CCC2	86
O=C1C2C3CCCC3=C3CCCC3C2C(=O)N1c1ccc(F)cc1 (configuration not stated)	75
NC(=O)C1CCN(CC(=O)Nc2ccccn2)CC1	87
COc1ccc(C2=CC(=O)OC3(CCCCC3)O2)cc1	93
Cc1c(CCC#N)c(N2CCCCC2)n2c(nc3ccccc32)c1C#N	76
O=C(NC(NCc1ccccn1)(C(F)(F)F)C(F)(F)F)c1ccco1	75
CCCc1c(O)nc(SCC(=O)NCCc2ccc(OC)c(OC)c2)[nH]c1=O	104
CCOC(=O)C1=C(CSc2nncn2C)NC(=O)NC1c1cc(OCC)ccc1OCC (configuration not stated)	90
CCN(CC)S(=O)(=O)c1ccc(Nc2nc3ccccc3n3nnnc23)cc1	58
O=S(=O)(NCC1CCCO1)c1ccc(S(=O)(=O)N2CCc3ccccc3C2)cc1 (configuration not stated)	88
Cc1ccc(S(=O)(=O)Nc2nsc(N)n2)cc1	78
Cc1ccc(N(C(=O)C2CCCC2)C2C=CS(=O)(=O)C2)cc1 (configuration not stated)	84
CCOCCOCN(C#N)c1nc(OC)nc(N(C)C)n1	93
Cc1ccc(CN2C(=O)CSc3ccc(C(=O)NCCN4CCOCC4)cc32)cc1	83
O=C(Nc1ccncc1)c1cccc(F)c1	82
CCOC(=O)C1=C(C)OC(N)=C(C#N)C1c1c(C)nn(-c2ccccc2)c1Cl (configuration not stated)	98
CCc1ccccc1OCC(=O)NC1CCCC1	83
Cc1ccc(C(=O)Nc2ccc(O)c(C(=O)O)c2)o1	112
CCOC(=O)C1CCN(C(=O)Cn2cc(C(=O)c3ccco3)c3ccccc32)CC1	96
CCCc1[nH]nc2c1C(c1ccc(OC)c(Cn3nc(C)c(Br)c3C)c1)C(C#N)=C(N)O2 (configuration not stated)	111
COCCN(C(=O)CNC(=O)c1cccs1)C(C(=O)NC1CCCC1)c1cccs1 (configuration not stated)	94
C1=C(c2ccc(-c3ccccc3)cc2)Nc2ncnn2C1c1ccco1 (configuration not stated)	108
COc1ccc(Br)cc1/C=c1\sc2nc(-c3ccco3)nn2c1=O	70
Clc1ccccc1-c1nnn(Cc2ccc(-c3nn[nH]n3)cc2)n1	83
Cc1cc(C)n2c(SCc3cccs3)nnc2n1	101
CC1(C)CC(=O)C(CC(=O)Nc2ccc(S(N)(=O)=O)cc2)=C(O)C1	92
CCCC(=O)NC1C2CC3CC(C2)CC1C3 (configuration not stated)	82
CC(C)N(Cc1nc(-c2ccc(Cl)cc2)no1)C(=O)CN(C)S(=O)(=O)c1ccc(Cl)cc1	84
CC(C)N1C(=O)c2ccc(C(=O)O)cc2C1=O	103
COCCNC(=O)C(c1ccc(Cl)cc1)N(C(=O)CCC(=O)Nc1ccccn1)C1CCCC1 (configuration not stated)	90
CCCOc1cc(C)c(S(=O)(=O)NCCOC)cc1C	95
CCCOc1ccc(NC(=O)C2CC(=O)N3CCCN=C3S2)cc1 (configuration not stated)	84
Clc1cccc(-c2nn3c(Cn4cnc5ccccc54)nnc3s2)c1	84
Cc1cccc(S(=O)(=O)c2c(N)n(/N=C/c3cccnc3)c3nc4ccccc4nc23)c1	73
CC(c1ccccc1)C1C(C#N)=C(N)OC2=C1C(=O)CCC2 (configuration not stated)	91
O=C1CC(c2cccc(Cl)c2)Cc2nc(N3CCN(c4ccccc4)CC3)ncc21 (configuration not stated)	94

The listing continues:
mol	SK-BR-3 tox 24h
O=C(NC12CC3CC(CC(C3)C1)C2)c1cccnc1	112
COCCNC(=O)C1c2cc(OC)c(OC)cc2C(=O)N(C)C1c1cccnc1 (configuration not stated)	85
COCCCN1C(=O)C(=O)/C(=C(/O)c2ccc(OC(C)C)c(C)c2)C1c1ccncc1 (configuration not stated)	94
O=C(O)C1CCCCC1C(=O)Nc1ccc(Cl)cc1Cl (configuration not stated)	72
CCCC(=O)Nc1ccc(NC(=O)c2ccco2)c(OC)c1	105
Cn1nc(CC(=O)Nc2cccnc2N2CCOCC2)c2ccccc2c1=O	96
COc1cc2c(cc1OC)CN(C(=O)NS(=O)(=O)c1ccc(C)cc1)CC2	94
Cc1nc(NC(=O)CSc2nc3cccnc3n2Cc2ccccc2)sc1C	115
Cc1ccc(C(=O)C2=C(O)C(=O)N(Cc3ccccc3)C2c2cccnc2)o1 (configuration not stated)	81
COC(=O)c1ccc(Nc2nc(C)cc(=O)[nH]2)cc1	108
Cc1ccccc1NC(=O)CSc1nnc(-c2ccoc2C)n1CCc1ccccc1	99
Cn1c(=N)c(S(=O)(=O)c2ccc(F)cc2)cc2c(=O)n3ccccc3nc21	75
CCCCOC(=O)CSc1nc2c(c(=O)[nH]c(=O)n2C)n1C/C=C(\C)Cl	94
O=C(c1cnn2c(C(F)(F)F)cc(-c3ccc4c(c3)OCO4)nc12)N1CCCCC1	81
O=C(NCCCN1CCCC1=O)Nc1ccc(Cl)cc1	106
O=C(c1oc(=O)c2ccccc2c1-c1ccccc1)N1CCOCC1	80
COc1cccc(C2/C(=C(/O)c3ccc(C)cc3)C(=O)C(=O)N2Cc2ccco2)c1 (configuration not stated)	95
COc1cccc(S(=O)(=O)Nc2ccc(C(=O)N3CCN(C(=O)c4ccco4)CC3)cc2)c1	85
N=c1n(Cc2ccccc2)c2ccccc2n1CC(O)c1ccccc1 (configuration not stated)	68
O=C(NCCc1ccccc1)c1ncn[nH]1	87
CC1(C)c2ccccc2N2CC(=O)N(CC(N)=O)C21C (configuration not stated)	112
Cc1nnc(SCCCn2c(N3CCCCC3)nc3c2c(=O)[nH]c(=O)n3C)s1	72
CCCCS(=O)(=O)Nc1ccc2ncn(C)c(=O)c2c1	119
O=C(NCCCCNC(=O)C1CCCC1)C1CCCC1	95
COc1cc(C)c(C(N)=O)c(OC)n1	87
O=C1C(C=NCc2ccccn2)=C(O)c2ccccc21	112
C=CCSC1=C(C#N)C(c2ccccc2C)CC(=O)N1 (configuration not stated)	94
CCN(CC)CCNC(=O)CCc1nn(C)c(=O)c2ccccc12	80
Cc1ccc(C)c(N(CC(=O)NC2CCCCC2)C(=O)CCC(=O)Nc2ccccn2)c1	77
O=C(COc1ccccc1)Nc1nc(-c2cccs2)cs1	101
Cc1nn2cnc3sc4c(c3c2nc1=O)CCCC4	74
Cc1csc(NC(=O)C2CCCN2C(=O)Oc2ccccc2)n1 (configuration not stated)	95
CCC(C)(C)NC(=O)C(OC(=O)c1ccco1)c1ccccc1OC (configuration not stated)	89
O=C(CNC(=O)Cn1cnc2sc3c(c2c1=O)CCCC3)NCc1ccccn1	102
O=C(Nn1cnnc1)c1csc2ccccc12	83
CCN(Cc1ccccc1)C(c1cc2cc(C)cc(C)c2[nH]c1=O)c1nnnn1CCOC (configuration not stated)	72
CCN1C(=O)C(CC(=O)N2CCN(C(c3ccccc3)c3ccccc3)CC2)N(CC)C1=O (configuration not stated)	89
CC(C)c1nnc(NC(=O)CN2C(=O)c3ccccc3C2=O)s1	91
Cc1onc(-c2c(F)cccc2Cl)c1C(=O)Nc1cccc(Cn2cccn2)c1	85
CC(=O)OC(C(=O)NC1CCCCC1)c1ccccc1 (configuration not stated)	67
CCOC(=O)C1CCN(Cc2ccc(F)cc2)CC1	102
O=C1CCC(=O)N1CCC(c1ccc(F)cc1)c1ccco1 (configuration not stated)	102
CCn1c(SC)nc2c(c1=O)SC(C)C2 (configuration not stated)	95
COc1cccc2cc(C(=O)N(C)C)c(=O)oc12	83
CCOCCCNc1nc2ccccc2[nH]1	91
O=C(Nc1cc(=O)[nH]c2ncnn12)c1ccccc1Cl	102
CCOc1cc(C2CC(=O)Nc3cc(C)c(C)cc32)ccc1O (configuration not stated)	109
COc1ccc(C)cc1S(=O)(=O)NC1CCCCC1C (configuration not stated)	86
O=C1CCCC/C1=C/Nc1ccc2c(c1)OCO2	63
O=C1CC(c2ccccc2)n2nc(N3C(=O)CCC3=O)nc2N1 (configuration not stated)	84

Next entries:
structure | SK-BR-3 tox 24h
CCOC(=O)c1nc(NCc2cccnc2)c2ccccc2n1 | 97
C=CCn1c(CCNC(=O)c2cccs2)nnc1SCC(=O)Nc1cccc(C(C)=O)c1 | 109
O=C(CSc1n[nH]c(=O)[nH]c1=O)c1ccccc1 | 123
C/C(Cl)=C\Cn1c(N2CCCCCC2)nc2c1c(=O)n(C)c(=O)n2C | 86
CCOc1cc(-c2c(C)c(CC)nc(N)c2C#N)ccc1O | 98
CCCCn1c(SCC(=O)NCCc2ccc(OC)c(OC)c2)nc2c1c(=O)n(C)c(=O)n2C | 65
N#Cc1c(-c2ccccc2Cl)cc(C2CC2)nc1N | 83
Cc1ccc(C(=O)C2=C(O)C(=O)N(CCCN3CCOCC3)C23C(=O)N(C)c2ccccc23)o1 (configuration not stated) | 95
CCOc1ccccc1-c1nc2c([nH]1)c(=O)n(C)c(=O)n2C | 90
Cc1ccc(NC(=O)c2cc(N(C)C)ccc2[P+](=O)O)cc1 | 97
C(=N\c1c(-c2ccccc2)nc2n1CCS2)/c1ccccc1 | 97
CCCN(CCC)S(=O)(=O)c1cc(Br)cc2c1N(C(=O)CC)CC2 | 95
CCOC(=O)C1CCCN(CC(=O)Nc2c(C(=O)OC)[nH]c3ccc(Br)cc23)C1 (configuration not stated) | 91
Cc1nonc1NC(=O)c1ccc(Cl)c(S(=O)(=O)N2CCCCC2)c1 | 102
CC(C)C[C@H](NC(=O)NCc1ccc(Cl)cc1)C(=O)O | 117
O=C(Cc1cscn1)c1ccc(O)cc1O | 99
Cn1c(=O)cc(SCC(=O)NCC2CCCO2)c2ccc(Cl)cc21 (configuration not stated) | 99
CCC(=O)Nc1cccc(-c2nc3ccccc3c(=O)o2)c1 | 80
O=C(NC1CCCCC1)C1CN(S(=O)(=O)c2ccccc2)CCN1S(=O)(=O)c1ccccc1 (configuration not stated) | 93
COC(=O)CSc1nc(C)c(C(C)=O)cc1C#N | 102
c1ccc(C2(Cn3ccc4ccccc43)OCCO2)cc1 | 89
CCOC(=O)c1[nH]c2ccc(Br)cc2c1NC(=O)CCN1CCN(C(=O)OCC)CC1 | 89
Cn1cnc2cc(NC(=O)c3ccco3)ccc21 | 83
O=C(Nc1ccccc1C(F)(F)F)c1cccnc1 | 93
O=C(Nc1cccc(C(F)(F)F)c1)c1cc(-c2cccs2)on1 | 77
COc1cc(C(=O)OCc2cc3ccccc3[nH]c2=O)cc(OC)c1OC | 92
CN1C(=S)SC(/[N+]([O-])=C\c2ccco2)C1(C)C (configuration not stated) | 96
c1ccc(Cn2ncc3ccccc32)cc1 | 92
CCOc1ccc2[nH]c(=O)c(CN(Cc3cccs3)C(CC)c3nnnn3C(C)(C)CC)cc2c1 (configuration not stated) | 104
Clc1ccccc1Nc1c2c(nc3ncnn13)CCC2 | 76
CCOC(=O)N1CCN(c2nc(-c3cccc(OC)c3)cc(C(F)(F)F)n2)CC1 | 85
CCOC(=O)c1cc(-c2nnc(-c3cc(OC)c(OC)c(OC)c3)o2)c(C)nc1C | 106
COc1ccccc1N1CCN(C(=O)c2c(-c3ccccc3Cl)noc2C)CC1 | 76

Entries above with a furan ring, fused or not, in the order listed:
structure | SK-BR-3 tox 24h
CCN(CC)CCCN1C(=O)C(O)=C(C(=O)c2ccc(C)o2)C1c1ccc(C)o1 (configuration not stated) | 96
C(=C\c1ccccc1)/CSc1nnc(-c2cccnc2)n1Cc1ccco1 | 69
O=C(NC(NCc1ccccn1)(C(F)(F)F)C(F)(F)F)c1ccco1 | 75
Cc1ccc(C(=O)Nc2ccc(O)c(C(=O)O)c2)o1 | 112
CCOC(=O)C1CCN(C(=O)Cn2cc(C(=O)c3ccco3)c3ccccc32)CC1 | 96
C1=C(c2ccc(-c3ccccc3)cc2)Nc2ncnn2C1c1ccco1 (configuration not stated) | 108
COc1ccc(Br)cc1/C=c1\sc2nc(-c3ccco3)nn2c1=O | 70
CCCC(=O)Nc1ccc(NC(=O)c2ccco2)c(OC)c1 | 105
Cc1ccc(C(=O)C2=C(O)C(=O)N(Cc3ccccc3)C2c2cccnc2)o1 (configuration not stated) | 81
Cc1ccccc1NC(=O)CSc1nnc(-c2ccoc2C)n1CCc1ccccc1 | 99
COc1cccc(C2/C(=C(/O)c3ccc(C)cc3)C(=O)C(=O)N2Cc2ccco2)c1 (configuration not stated) | 95
COc1cccc(S(=O)(=O)Nc2ccc(C(=O)N3CCN(C(=O)c4ccco4)CC3)cc2)c1 | 85
CCC(C)(C)NC(=O)C(OC(=O)c1ccco1)c1ccccc1OC (configuration not stated) | 89
O=C1CCC(=O)N1CCC(c1ccc(F)cc1)c1ccco1 (configuration not stated) | 102
Cc1ccc(C(=O)C2=C(O)C(=O)N(CCCN3CCOCC3)C23C(=O)N(C)c2ccccc23)o1 (configuration not stated) | 95
Cn1cnc2cc(NC(=O)c3ccco3)ccc21 | 83
CN1C(=S)SC(/[N+]([O-])=C\c2ccco2)C1(C)C (configuration not stated) | 96

These rows are one share of the data; rates above refer to the full screens.
